High-throughput results: PubChem, National Center for Advancing Translational Sciences (NCATS)
TCR activator – Activators of T cell receptors: qHTS campaign. primary human leukocytes, anti-CD3, IL-2 HTRF, 48 h. Potency, µM (highest dose often 9.22 µM), without a hit: at the highest dose activation of IL-2 secretion, most hits filed as activators. 330,000 tested, under 10 active. AID 504894, 2011; further: % of control where 0% means no effect
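Primary human leukocytes receive a-CD3 beads and test compound and are incubated 48 hr. Secreted IL-2 is then assayed by HTRF, measuring 665nm acceptor emission after 320nm excitation of the europium donor.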
ELG1 DNA repair – qHTS screen for small molecules that inhibit ELG1-dependent DNA repair in human embryonic kidney (HEK293T) cells expressing luciferase-tagged ELG1 | HEK293T ELG1-luciferase reporter, luminescence, 16 h; DNA damage induced by 5-fluorouridine | Potency, µM (doses to about 46.1 µM), inactives show top-dose activity change, negative = inhibition, hits mostly inhibitors | hit rate 2.3% among 330,000; further: potency means the concentration at half of the fitted maximal effect; on the % scale 0 is the no-effect control and ±100 the full control effect; nearly all actives have a fitted effect of over 55% in size
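Step one: seed 2,000 cells per well. Step two: pin-transfer compound or DMSO alongside 5-fluorouridine. Step three: incubate 16 hr, 37 °C, 5% CO2. Step four: add ONE-Glo, wait 30 min, read luminescence.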
BCR signal inh – qHTS Assay to Find Inhibitors of Chronic Active B-Cell Receptor Signaling. ABC-DLBCL IkBa-CBG/CBR reporter, luminescence ratio, 4 h. Potency, µM (series often up to 46.1 µM), for inactives: top-dose ratio change, negative = lower green/red ratio, actives largely listed as inhibitors. hit rate 0.05% among 340,000. AID 493014, 2011; active means well fitted inhibition curve with a large enough effect in the signal ratio, with a control signal flat, not every such curve was filed as active; inconclusive means small, poorly fitted or top-dose-only effect, or effect the other way, or a change in a side signal; the % refers to the signal ratio;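 further: potency means the concentration at half of the fitted maximal effect; plate controls were basal doxycycline-induced cells for no effect and cells given 10 µM MG132 for full effect; MG132 reads +100%, hits lower the ratio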
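TMD8 human ABC-DLBCL cells with doxycycline-inducible IκBα–green luciferase fusion and unfused red luciferase, in 0.5% FBS medium; compounds up to 46 uM, 4 h at 37C. Green/red luminescence ratio, filter-overlap corrected, fitted to concentration-response curves.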
Tb PFK block – qHTS Assay to Find Inhibitors of T. brucei phosphofructokinase. T. brucei PFK, ADP-Glo luminescence. hit rate 0.17% among 330,000. ATP-dependent 6-phosphofructokinase (Trypanosoma brucei brucei), O15648. AID 485367, 2010. Potency, µM (doses to about 57.5 µM), inactives show top-dose activity, negative = inhibition, actives largely listed as inhibitors;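 further: potency means the concentration at half of the fitted maximal effect; 0% = uninhibited 1x PFK enzyme wells and -100% = no-enzyme wells; nearly all actives have a fitted effect of over 60% in size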
Target sequence (O15648 whole entry, looked up): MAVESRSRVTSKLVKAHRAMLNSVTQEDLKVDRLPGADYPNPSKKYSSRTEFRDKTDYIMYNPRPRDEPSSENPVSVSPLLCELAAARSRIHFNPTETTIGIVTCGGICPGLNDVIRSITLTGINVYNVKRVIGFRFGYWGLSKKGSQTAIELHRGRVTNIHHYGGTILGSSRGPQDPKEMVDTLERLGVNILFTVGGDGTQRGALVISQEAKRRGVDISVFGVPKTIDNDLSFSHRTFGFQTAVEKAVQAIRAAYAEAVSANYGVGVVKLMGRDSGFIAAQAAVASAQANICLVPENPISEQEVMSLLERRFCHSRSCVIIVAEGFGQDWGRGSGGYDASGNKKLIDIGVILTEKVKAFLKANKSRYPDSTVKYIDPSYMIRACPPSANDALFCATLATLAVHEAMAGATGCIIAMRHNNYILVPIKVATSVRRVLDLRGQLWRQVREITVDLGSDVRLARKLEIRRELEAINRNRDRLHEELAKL
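1.25 nM PFK with 0.5 mM F6P and 0.1 mM ATP in 0.1 M TEA pH 8.0, 5 mM MgCl2, incubated 45 min at room temperature; ADP measured by ADP-Glo luminescence; compounds titrated up to 57 uM.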
TSG101-PTAP inh – qHTS Assay for Iinhibitors of HIV-1 Budding by Blocking the Interaction of PTAP/TSG101; Tumor susceptibility gene 101 protein (Homo sapiens), Q99816; Fluorescence polarization, FITC-PTAP peptide / Tsg101 binding; Potency, µM (top dose mostly 115 µM), inactives show at the highest dose activity change, negative = inhibition, usual class: inhibitors; 340,000 tested, under 10 active; active means well fitted inhibition curve with a large enough effect in the main read-out, with a control signal flat, not every such curve was filed as active; inconclusive means small, poorly fitted or top-dose-only effect, or effect the other way, or a change in a side signal; inactive means no such curve, though single readings can be large or run the other way; further: potency means the concentration at half of the fitted maximal effect; % of control where 0% means no effect
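Tsg101 binding domain (10 uM final) was mixed with compound and a FITC-labeled PTAP peptide (50 nM final) in HEPES pH 7.5 buffer with NaCl, Tween 20, EDTA and TCEP; fluorescence polarization was read after 20 min at r.t.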
ASM inhibitor – Inhibitors of Secretory Acid Sphingomyelinase (S-ASM): qHTS. placental ASM, HMU-PC fluorogenic substrate, 60 min. Potency, µM (highest dose often 57.5 µM), inactives show at the top dose activity change, negative = inhibition, most hits filed as inhibitors. hit rate 0.006% among 340,000. AID 504937, 2011; further: potency means the concentration at half of the fitted maximal effect
Target sequence (P17405 47-631 limits assumed): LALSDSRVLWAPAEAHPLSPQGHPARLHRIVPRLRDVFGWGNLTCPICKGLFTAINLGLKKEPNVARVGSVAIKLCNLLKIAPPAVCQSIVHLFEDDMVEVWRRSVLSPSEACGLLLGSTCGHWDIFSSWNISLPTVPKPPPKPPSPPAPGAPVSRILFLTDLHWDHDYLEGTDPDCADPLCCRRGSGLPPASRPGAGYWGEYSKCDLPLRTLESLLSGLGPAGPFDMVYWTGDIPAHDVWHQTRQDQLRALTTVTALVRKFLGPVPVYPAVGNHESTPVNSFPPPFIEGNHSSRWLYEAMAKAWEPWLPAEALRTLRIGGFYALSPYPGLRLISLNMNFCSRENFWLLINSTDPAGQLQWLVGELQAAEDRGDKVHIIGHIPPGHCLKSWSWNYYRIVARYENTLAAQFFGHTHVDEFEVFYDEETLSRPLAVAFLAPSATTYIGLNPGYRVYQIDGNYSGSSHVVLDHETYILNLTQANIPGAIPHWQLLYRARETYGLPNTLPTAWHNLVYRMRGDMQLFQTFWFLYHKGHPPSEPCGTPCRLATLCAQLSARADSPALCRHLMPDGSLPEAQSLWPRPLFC
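Fluorescence read-out (Ex 386 nm, Em 447 nm) after stopping the reaction at pH 10. Enzyme: ASM from human placenta; substrate HMU-PC0, 9 uM final; 60 min, 37 °C. Compound preincubation 10 min, ambient temperature.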
a7 integrin act – qHTS for Activators of Integrin-Mediated Alleviation for Muscular Dystrophy | alpha7betagal myoblasts, beta-gal FDG fluorescence, 48 h | Potency, µM (highest dose often 38.3 µM), for inactives: at the top dose activation, actives largely listed as activators | hit rate 0.064% among 350,000 | AID 624291, 2012;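 further: potency means the concentration at half of the fitted maximal effect; 100% = response of the positive control SU9516; nearly all actives have a fitted effect of over 60% in size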
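Alpha7betagal+/- myoblasts (passage 13) were plated 16-24 hr, then exposed to compounds (1:260 dilution of DMSO stock) for 48 hours at 37C. After MPER lysis, β-galactosidase reporter activity was read as FDG fluorescence (ex 480/em 540) after 30 minutes.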
Mito fusion act – qHTS Assay for Small Molecule Inhibitors of Mitochondrial Division or Activators of Mitochondrial Fusion. hit rate 0.23% among 320,000. Potency, µM (top dose mostly 46.1 µM), without a hit: top-dose growth rescue (activation), most hits filed as activators. S. cerevisiae fusion-defective mutant growth rescue, CellTiterGlo 48 h. AID 485298, 2010;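 further: potency means the concentration at half of the fitted maximal effect; % of control where 0% means no effect; nearly all actives have a fitted effect of over 45% in size; temperature-sensitive fusion mutants such as fzo1-1 at 37 °C on non-fermentable ethanol glycerol medium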
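Yeast fusion mutant, YPEG (non-fermentable carbon), compound, 48 h at 37C non-permissive; CellTiterGlo added, 10 min RT, luminescence read. Rescued growth = division inhibition.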
Eya2 phos inh – qHTS Assay for Inhibitors of the Phosphatase Activity of Eya2 | Potency, µM (series often up to 76.9 µM), inactives show at the highest dose activity, negative = inhibition, most hits filed as inhibitors | recombinant Eya2, OMFP fluorescence dephosphorylation (OMFP is methylfluorescein phosphate) | Protein phosphatase EYA2 (Homo sapiens), O00167 | hit rate 0.006% among 330,000; further: potency means the concentration at half of the fitted maximal effect; on the % scale 0 is the no-effect control and ±100 the full control effect
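Eya2 (0.2 uM) preincubated 10 min at ambient with compound, then OMFP substrate added at 50 uM; 10 min reaction in 50 mM HEPES pH 7.5, 50 mM NaCl, 5 uM MgCl2, 0.05% BSA, 1 mM DTT. Fluorescence read at Ex 485/Em 525 nm.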
AT treatment – qHTS Assay for Identifying a Potential Treatment of Ataxia-Telangiectasia | hit rate 0.19% among 320,000 | Potency, µM (doses to about 57.5 µM), without a hit: at the highest dose activation, usual class: activators | […] A-T fibroblasts, KAP-1 phosphorylation AlphaLISA; neocarzinostatin DNA damage 30 min before lysis; further: potency means the concentration at half of the fitted maximal effect; % of control where 0% means no effect; nearly all actives have a fitted effect of over 45% in size
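hTERT-immortalized A-T patient fibroblasts ([…]), 500 cells/well in OPTI-MEM, 1% FBS, got compounds for 60 min, then NCS for 30 min at 37C. Lysates were then assayed for phospho-KAP-1 by AlphaLISA (anti-pKAP1 donor, anti-KAP1 acceptor beads), 6 hr at 25C.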
TSHR antagonist – Antagonists of the Thyroid Stimulating Hormone Receptor: HTS campaign; TSHR-expressing cells, TSH-stimulated cAMP HTRF, 2 h; hits give low values; activity change, negative = inhibition, % at 11.5 µM; hit rate 0.2% among 330,000; AID 504810, 2011;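 active means activity change below a set negative limit, meaning inhibition stronger than a set level, cut at about -70% in these data; inconclusive means activity change between two set negative limits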; further: on the % scale 0 is the no-effect control and ±100 the full control effect
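Freshly harvested TSHR cells receive pin-tooled compound, then EC80 TSH at 4nM final. After 2 hours at 37 deg C, antibody in lysis buffer and cAMP-d2 are added; 30 minutes at ambient temperature precede the HTRF read.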
Active calls of the source: *; u = inconclusive; x = not tested or not shown; [ ] = another dose, or the depositor's remark. Unless noted, the call rests on the fitted dose curve; in most records, active means well fitted curve in the direction sought with a large enough effect; inconclusive means small, poorly fitted or top-dose-only effect, or another doubt; inactive means no such curve, though single readings can be large; an effect the other way counts as inactive or inconclusive.

The opening 3 entries, to show the layout:
No.	molecule	TSG101-PTAP inh	Eya2 phos inh	TSHR antagonist	TCR activator	a7 integrin act	ELG1 DNA repair	ASM inhibitor	BCR signal inh	AT treatment	Mito fusion act	Tb PFK block
1	CC(Oc1ccc2ccc(=O)oc2c1)C(=O)NCC1CCC(C(=O)O)CC1 (configuration not stated)	2%	15%	-3	0%	9%	u	5%	-17%	0%	-1%	1%
2	COc1cc(OC)c(OC)cc1CNC1CCCCCC1	-5%	22%	26	-1%	-19%[7.66 µM]	-2%	3%	10%	5%	9%	-8%
3	Cn1c(SCC(=O)NC2CCCCC2)nnc1-c1ccccc1F	-10%	5%	-2	-2%	-20%	-4%	2%	5%	-3%	8%	-1%

The whole of this part, from the start:
No.	molecule	TSG101-PTAP inh	Eya2 phos inh	TSHR antagonist	TCR activator	a7 integrin act	ELG1 DNA repair	ASM inhibitor	BCR signal inh	AT treatment	Mito fusion act	Tb PFK block
1	CC(Oc1ccc2ccc(=O)oc2c1)C(=O)NCC1CCC(C(=O)O)CC1 (configuration not stated)	2%	15%	-3	0%	9%	u	5%	-17%	0%	-1%	1%
2	COc1cc(OC)c(OC)cc1CNC1CCCCCC1	-5%	22%	26	-1%	-19%[7.66 µM]	-2%	3%	10%	5%	9%	-8%
3	Cn1c(SCC(=O)NC2CCCCC2)nnc1-c1ccccc1F	-10%	5%	-2	-2%	-20%	-4%	2%	5%	-3%	8%	-1%
4	Clc1ccc(C2[C@H]3CN(CC4CCCCC4)[C@H](c4ccccc4)C34CC2(c2ccccc2)C4)cn1 (some centres not stated)	0%	0%	3	8%	0%	-2%	5%	7%	10%	-11%	-1%
5	Cc1cccc(C(=O)Nc2ccccc2C(=O)Nc2ccc(C(=O)O)cc2)c1	-4%	-13%	-3	-2%	-8%	u	2%	9%	3%	0%	-3%
6	CCN1CCN(C(=S)Nc2ccc(C(C)=O)cc2)CC1	-2%	4%	11	-3%	-9%	23%	2%	1%	-4%	-1%	-1%
7	CN(c1c[nH]c(=O)[nH]c1=O)C1CCCCC1	-6%	-1%	-5	3%	6%	-10%	4%	2%	-8%	-11%	-10%
8	Cc1cc(C(=O)CSc2nc(N)cc(=O)[nH]2)c(C)n1CC1CCCO1 (configuration not stated)	-1%	6%	6	-2%[46.1 µM]	-8%	-16%	5%	-1%	5%	x	-10%
9	CC(NC(=O)c1cccc(C(F)(F)F)c1)C1CCCO1 (configuration not stated)	3%	-2%	-1	1%	-5%	6%	2%	4%	3%	-3%	0%
10	COc1ccccc1N1CCN(S(=O)(=O)CCNC(=O)Cc2ccc(F)cc2)CC1	-3%	8%	6	-4%	-18%	u	2%	0%	2%	2%	-10%
11	Cc1ccc(S(=O)(=O)N2[C@@H](c3ccc(Cl)cc3)C(C(=O)O)=CC[C@H]2c2ccc(C(C)C)cc2)cc1	-3%	-9%	-6	-7%	3%	11%	-12%	-11%	2%	-35%[inhibitor]	-3%
12	O=C(COc1ccccc1)N(Cc1ccco1)C1CCS(=O)(=O)C1 (configuration not stated)	-5%	-13%	9	-4%	0%	u	2%	u	0%	2%	-1%
13	Cc1cc(=S)[nH]c2ccccc12	1%	14%	18	-1%	0%	2%	0%	-5%	-4%	u	3%
14	COc1cc([N+](=O)[O-])c(C(=O)N2CCOCC2)c([N+](=O)[O-])c1	1%	5%	7	13%	-34%	-3%	0%	2%	4%	-1%	1%
15	C[C@H](CO)N1C[C@H](C)[C@@H](CN(C)S(=O)(=O)c2ccccc2)Oc2c(NC(=O)Cc3ccccc3)cccc2C1=O	2%	-19%	-11	-6%	-12%	16%	0%	0%	0%	x	-1%
16	COc1ccc(-c2nn(-c3ccccc3)cc2/C=N/NC(=O)c2cccc(S(=O)(=O)Nc3ccccc3OC)c2)cc1	-3%	0%	-7	-4%[46.1 µM]	-8%	2%	3%	u	2%	-5%	2%
17	CC(C)c1c(O)nc(SCc2ccc(F)cc2)[nH]c1=O	0%	-24%	5	x	38%	-4%	-4%	u	6%	8%	u
18	O=S(=O)(Cc1cc(Sc2ccc(Cl)cc2)nc(-c2ccccc2)n1)c1ccccc1	-6%	-20%	-5	7%	18%	-1%	-8%	5%	-2%	-1%	3%
19	Cc1cc(-c2nnc(-c3cc4ccccc4oc3=O)o2)c(C)n1-c1ccccc1	0%	15%	1	-1%	-20%	u	11%	-1%	-2%	-6%	5%
20	COc1ccc(C2NC(=O)N(C)C(C)=C2[N+](=O)[O-])cc1 (configuration not stated)	-1%	8%	-2	-1%	-16%	5%	151%	-5%	-3%	2%	1%
21	O=C(CN1CCCC1)Nc1ccccc1Sc1ccccc1	-9%	8%	-1	4%	-16%	9%	-2%	-2%	1%	2%	0%
22	Cn1c(COc2ccc3ccccc3c2)nnc1SCC(N)=O	-7%	-9%	-12	-2%	11%	-1%	-3%	-1%	-4%	-1%	-1%
23	Cc1ccc(C(=O)Nc2ccc3c(c2)OCO3)cc1NC(=O)c1ccco1	-4%	1%	-1	-1%	-3%	u	-1%	-2%	-16%	-16%	2%
24	O=[N+]([O-])c1ccc(-c2csc(NN=C3CCCC3)n2)cc1	-1%	-2%	-7	-4%	10%	15%	1%	0%	-1%	-5%	8%
25	Cc1nc(NCc2ccccc2)c(C(N)=O)c2c1COC(C)(C)C2	-4%	22%	-3	-3%	1%	-25%	2%	0%	13%	2%	-4%
26	CC1(C)NC(=O)N(CC(O)COc2ccccc2[N+](=O)[O-])C1=O (configuration not stated)	-3%	1%	4	-3%	15%	6%	4%	0%	0%	15%	0%
27	CCc1ccc(/C=C2\SC(=S)N(CCC(=O)Nc3cc(C)on3)C2=O)cc1	10%	5%	8	-24%	14%	16%	0%	x	3%	-1%	8%
28	O=C(Nc1ccccc1)Nc1ccc(Oc2ncnc3cc(Cl)ccc23)nc1	0%	2%	-2	-1%	0%	-6%	2%	6%	7%	4%	-3%
29	CCN(CC)S(=O)(=O)c1ccc(NC(=O)C2CCCN(C(=O)c3ccc(Cl)cc3)C2)cc1 (configuration not stated)	-5%	2%	-19	5%[46.1 µM]	-21%	18µM*	-4%	-1%	2%	-1%	-2%
30	CC(=O)N(C1=C(N)C(=O)c2ccccc2C1=O)C(C)C	-9%	1%	-5	x	-39%	23µM*	-1%	-19%	5%	-4%	-26%
31	COCCN(C(=O)Nc1ccccc1OC)c1nc2ccccc2s1	-1%	-7%	-8	x	u	-6%	-3%	0%	3%	-5%	-9%
32	CN(C)S(=O)(=O)c1ccc2oc(SCC(N)=O)nc2c1	-2%	11%	6	-2%	10%	3%	5%	3%	-1%	-2%	-4%

Some values from the results shown:
Result of Cc1cc(=S)[nH]c2ccccc12 in Eya2 phos inh: 14%
Result of COc1cc([N+](=O)[O-])c(C(=O)N2CCOCC2)c([N+](=O)[O-])c1 in AT treatment: 4%

This is a random part of the collection; any-hit rate near 3.2%.
